From PubChem
GAA spleen mod: inhibitors or activators of human alpha-glucosidase in spleen homogenate. P10253. human spleen homogenate, 4-MU-alpha-glucoside fluorescence. Potency, µM (doses to about 79.9 µM), for the others: at the highest dose activity change, negative = inhibition, hits mostly inhibitors. 240,000 tested, 0.006% active. AID 2112;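 further: 0% = enzyme with vehicle and -100% = no enzyme basal signal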
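AC50 values come from Hill-equation fits of concentration-response data, normalized to no-enzyme and full-activity controls. Enzyme source: 1 ug human spleen homogenate; 1 mM fluorogenic 4-MU glucoside, pH 5.0 citrate buffer, 37 C, 40 min.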
TRb-SRC2 inh: disrupts binding of human TR beta to SRC2; 280,000 tested, 0.065% active; TRbeta-SRC2 peptide binding, fluorescence polarization; receptor liganded with 1 µM T3; Potency, µM (highest dose often 106 µM), without a hit: top-dose activity change, negative = inhibition, hits mostly inhibitors;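 further: plate controls were bound peptide for no effect and peptide without receptor for full effect; nearly all actives have a fitted effect of over 50% in size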
Target sequence (P10828 whole entry, looked up): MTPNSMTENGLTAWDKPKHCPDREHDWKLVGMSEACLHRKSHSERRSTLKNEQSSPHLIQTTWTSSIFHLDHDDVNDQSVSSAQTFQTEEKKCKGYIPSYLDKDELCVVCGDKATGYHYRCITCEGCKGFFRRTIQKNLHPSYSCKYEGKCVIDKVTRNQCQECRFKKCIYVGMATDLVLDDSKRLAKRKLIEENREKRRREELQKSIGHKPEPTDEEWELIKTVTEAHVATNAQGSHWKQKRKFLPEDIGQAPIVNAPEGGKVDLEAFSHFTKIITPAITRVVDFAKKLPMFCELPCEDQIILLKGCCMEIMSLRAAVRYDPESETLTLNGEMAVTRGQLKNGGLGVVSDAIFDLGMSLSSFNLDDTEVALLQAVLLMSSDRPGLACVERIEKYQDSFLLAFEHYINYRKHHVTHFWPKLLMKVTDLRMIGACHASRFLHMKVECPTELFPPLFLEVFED
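TRb LBD 0.6 uM + Texas Red SRC2 peptide 20 nM, 1 uM T3, Tris buffer w/ 5% DMSO; compound pinned, 5 h RT; FP read ex 555/em 632; normalized to unbound and bound controls.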
L3MBTL1 inh: inhibitors of human L3MBTL1. Q9Y468. AlphaScreen L3MBTL1–H3K9me1 peptide binding. Potency, µM (doses to about 57.1 µM), without a hit: at the highest dose activity, negative = inhibition, usual class: inhibitors. 230,000 tested, 0.66% active. AID 485360; further: nearly all actives have a fitted effect of over 60% in size
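First, the protein-peptide complex forms for 30 min at room temperature (L3MBTL1 50 nM, biotinylated H3K9me1 peptide 75 nM). Next, compounds are pin-transferred and incubated 30 min. Finally, AlphaScreen beads are added and read after 30 min.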
GAA inhib: alpha-glucosidase (human) inhibition; P10253; purified human GAA, 4-MU-alpha-glucoside fluorescence; Potency, µM (series often up to 76.9 µM), without a hit: top-dose activity change, negative = inhibition, hits mostly inhibitors; 200,000 tested, 0.005% active; AID 1466;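 further: plate controls were uninhibited enzyme wells for no effect and no-enzyme background for full effect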
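Fluorescence at Ex 365/Em 440 nm from 4-methylumbelliferone reported enzyme activity after 20 min at room temperature. Reactions used 4 nM enzyme and 400 uM substrate at pH 5.0; curves fitted with the Hill equation.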
GAA glycogen mod: inhibitors or activators of human alpha-glucosidase glycogen cleavage; P10253; recombinant GAA, glycogen substrate, Amplex Red glucose oxidase fluorescence; 300,000 tested, 0.38% active; Potency, µM (titrated, usually from 76.4 µM), for the others: at the top dose activity change, negative = inhibition, hits mostly inhibitors;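 further: 0% = full enzyme reaction and -100% = no-enzyme basal signal; the screen sought inhibitors and activators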
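Natural-substrate format: glycogen cleavage by 4 nM human enzyme, glucose read by Amplex Red coupling (Ex 573, Em 610 nm). Normalized to enzyme and no-enzyme controls.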
TR SRC2 fluor cs: Texas Red fluorescence interference in TRb-SRC2 counter-screen; TRb/SRC2 Texas Red total fluorescence interference; Potency, µM (top dose mostly 106 µM), for inactives: at the highest dose fluorescence change, negative = quenching; 280,000 tested, 0.29% active; AID 1479; active means well fitted curve in either direction with a large enough effect; inconclusive means small, poorly fitted or top-dose-only effect
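Flags fluorescent or light-absorbing compounds by total fluorescence, S + 2P, at 555 nm excitation and 632 nm emission. Mixture: 20 nM Texas Red SRC2 peptide, 0.6 uM human TRb LBD, 1 uM T3, 5% DMSO; compound exposure 5 h at ambient temperature.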
RECQ1 helicase: inhibitors of human RECQ1 DNA helicase; P46063; RECQ1 DNA unwinding, red fluorescence kinetic read; Potency, µM (series often up to 57.3 µM), without a hit: top-dose activity, negative = inhibition, most hits filed as inhibitors; 240,000 tested, 0.54% active;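 further: plate controls were vehicle for no effect and no enzyme for full effect; nearly all actives have a fitted effect of over 30% in size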
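RECQ1T1 50 nM; forked duplex (20 bp + 30-nt ss tails) 200 nM, ATP 2 mM final; pH 8.0, 2 mM MgCl2, 2.5 ug/ml poly(dI-dC); 15 min compound preincubation; discontinuous kinetic read over 2 h at RT.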
RGS12 GoLoco inh: blocks human Gai1 binding to RGS12 GoLoco peptide, red readout; Potency, µM (doses to about 61.6 µM), inactives show top-dose activity, negative = inhibition, most hits filed as inhibitors; Gai1:RGS12 GoLoco peptide FP, rhodamine, 10 min; 230,000 tested, 0.44% active; P63096; active means well fitted inhibition curve with a large enough effect, not every such curve was filed as active; inactive means no such curve, though single readings can be large or run the other way; further: nearly all actives have a fitted effect of over 30% in size; many of its hits are not listed in these tables
Target sequence (P63096 whole entry, looked up): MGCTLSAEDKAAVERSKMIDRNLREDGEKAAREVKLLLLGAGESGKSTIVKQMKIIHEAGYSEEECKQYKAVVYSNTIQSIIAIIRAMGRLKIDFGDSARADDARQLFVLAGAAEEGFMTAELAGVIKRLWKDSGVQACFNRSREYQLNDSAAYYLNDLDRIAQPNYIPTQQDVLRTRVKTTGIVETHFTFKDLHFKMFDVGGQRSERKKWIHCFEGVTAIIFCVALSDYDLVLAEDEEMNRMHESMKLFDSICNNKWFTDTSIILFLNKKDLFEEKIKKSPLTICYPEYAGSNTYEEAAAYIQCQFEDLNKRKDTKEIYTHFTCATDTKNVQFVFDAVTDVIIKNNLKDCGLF
* marks the source's active call; other numbers are inactive results; i = inactive; u = inconclusive; x = not tested or not shown; [ ] = another dose, or the depositor's remark. Unless noted, the call rests on the fitted dose curve; in most records, active means well fitted curve in the direction sought with a large enough effect; inconclusive means small, poorly fitted or top-dose-only effect, or another doubt; inactive means no such curve, though single readings can be large; an effect the other way counts as inactive or inconclusive. Unless noted, on the % scale 0 is the no-effect control and ±100 the full control effect; potency means the concentration at half of the fitted maximal effect.

[1] CC1C(=O)CCCCCCCCCC2C1(N1CCOCC1)CS2(=O)=O (stereo unspecified)
[2] COc1cccc(OCCOCCNCCO)c1
[3] Cc1ccc2cc(C#N)c(SCC(=O)NCC3CCCO3)nc2c1 (stereo unspecified)
[4] Nc1[nH]ncc1-c1ccccc1
[5] Cc1cnc(C(=O)OCC(=O)Nc2cc(Cl)cc(Cl)c2)cn1
[6] O=c1c2ccccc2nnn1CCN1CCOCC1
[7] CC(C)(C)OC(=O)NCCCCCc1nnc(SCc2c(F)cccc2Cl)o1
[8] CCN(CC)CCCNC(=O)c1nn(-c2ccc(OC)cc2OC)c(=O)c2ccccc12
[9] COCCNC(=O)c1ccc2c(=O)n(CCCN3CCCC3=O)c(=S)[nH]c2c1
[10] CC(C)C[C@H](NC(=O)c1[nH]cnc1C(=O)N[C@H](C)c1ccccc1)C(=O)OCc1ccccc1
entry no. | 1 | 2 | 3 | 4 | 5 | 6 | 7 | 8 | 9 | 10
GAA spleen mod | 3% | -4% | -2% | -1% | 1% | 3% | 2% | 7% | 5% | -5%
TRb-SRC2 inh | -6% | 0% | -18% | 1% | -22% | 4% | 2% | -11% | 2% | 1%
L3MBTL1 inh | 9% | 6% | 0% | x | 0% | 9% | 21% | -10% | x | -18%
GAA inhib | -1% | -22% | 0% | -4% | -8% | x | x | -5% | -6% | x
GAA glycogen mod | 5% | 1% | 2% | -15% | 0% | -2% | -5% | 5% | -9% | -8%
TR SRC2 fluor cs | -1% | 1% | 0% | 0% | 0% | 2% | -2% | -1% | -5% | -1%
RECQ1 helicase | -8% | 7% | i | -2% | -1% | i | i | -3% | -7% | u
RGS12 GoLoco inh | -2% | -3% | -4% | -10% | 4% | 3% | -2% | 7% | -7% | 1%

Nine compounds already listed, arranged by heavy-atom count, lowest first.
[4] Nc1[nH]ncc1-c1ccccc1
[2] COc1cccc(OCCOCCNCCO)c1
[6] O=c1c2ccccc2nnn1CCN1CCOCC1
[5] Cc1cnc(C(=O)OCC(=O)Nc2cc(Cl)cc(Cl)c2)cn1
[3] Cc1ccc2cc(C#N)c(SCC(=O)NCC3CCCO3)nc2c1 (stereo unspecified)
[1] CC1C(=O)CCCCCCCCCC2C1(N1CCOCC1)CS2(=O)=O (stereo unspecified)
[9] COCCNC(=O)c1ccc2c(=O)n(CCCN3CCCC3=O)c(=S)[nH]c2c1
[8] CCN(CC)CCCNC(=O)c1nn(-c2ccc(OC)cc2OC)c(=O)c2ccccc12
[10] CC(C)C[C@H](NC(=O)c1[nH]cnc1C(=O)N[C@H](C)c1ccccc1)C(=O)OCc1ccccc1
entry no. | 4 | 2 | 6 | 5 | 3 | 1 | 9 | 8 | 10
GAA spleen mod | -1% | -4% | 3% | 1% | -2% | 3% | 5% | 7% | -5%
TRb-SRC2 inh | 1% | 0% | 4% | -22% | -18% | -6% | 2% | -11% | 1%
L3MBTL1 inh | x | 6% | 9% | 0% | 0% | 9% | x | -10% | -18%
GAA inhib | -4% | -22% | x | -8% | 0% | -1% | -6% | -5% | x
GAA glycogen mod | -15% | 1% | -2% | 0% | 2% | 5% | -9% | 5% | -8%
TR SRC2 fluor cs | 0% | 1% | 2% | 0% | 0% | -1% | -5% | -1% | -1%
RECQ1 helicase | -2% | 7% | i | -1% | i | -8% | -7% | -3% | u
RGS12 GoLoco inh | -10% | -3% | 3% | 4% | -4% | -2% | -7% | 7% | 1%

Going on with the list.
[11] CC(C)(C)n1ncc2c(=O)n(CC(=O)NCCc3ccccc3)cnc21
[12] CCC1CCCCN1C(=O)Cn1c(=O)n(CCC(=O)NCc2ccco2)c(=O)c2sccc21 (stereo unspecified)
[13] O=C(COC(=O)CCSc1ccccc1Cl)Nc1ccc(F)cc1F
[14] Cc1cc(C)c(C)c(S(=O)(=O)N2CCN(CC(=O)c3c(N)n(Cc4ccccc4)c(=O)n(C)c3=O)CC2)c1C
[15] Cc1ccccc1OCC(=O)NC(=S)Nc1ccc(N2CCOCC2)c(Cl)c1
[16] COc1ccccc1OCc1ccc(C(=O)NN)cc1
[17] C=C(C)CNC(=S)NNC(=O)c1ccc(Br)cc1
[18] C=CCNC(=O)c1onc(CSc2cccc(OC)c2)c1C(=O)NCC=C
[19] O=C(Oc1ccccc1Cl)c1ccccc1P(=O)(O)O
[20] Cc1ccc(C)c(NC(=S)N2CCCCCC2)c1
entry no. | 11 | 12 | 13 | 14 | 15 | 16 | 17 | 18 | 19 | 20
GAA spleen mod | -16% | 1% | -5% | -2% | 0% | -7% | -4% | 1% | 0% | -4%
TRb-SRC2 inh | -6% | 0% | 12% | 3% | 3% | 0% | 4% | -5% | -1% | 1%
L3MBTL1 inh | 0% | -2% | 23% | -1% | 4% | x | -7% | x | x | 11%
GAA inhib | 2% | -1% | -8% | 2% | 7% | 5% | 11% | x | -9% | 1%
GAA glycogen mod | 9% | -8% | 7% | -3% | -2% | -2% | -12% | 7% | 3% | -2%
TR SRC2 fluor cs | -5% | 1% | 2% | -3% | 1% | 0% | -2% | 1% | -2% | -4%
RECQ1 helicase | i | 0% | -14% | -1% | -11% | i | -6% | i | 6% | 1%
RGS12 GoLoco inh | -2% | -15% | -8% | 41%[activator] | 6% | 7% | -3% | 3% | -5% | 5%

[21] Cc1csc(NC(=O)c2cc(=O)[nH]c3ccc(S(=O)(=O)N4CCOCC4)cc23)n1
[22] O=C1CSC(c2ccccc2[N+](=O)[O-])N1CCc1ccccc1 (stereo unspecified)
[23] O=C1/C(=C/c2cccnc2)SC(=S)N1c1ccc(O)cc1
[24] O=C(Cc1ccccc1)N1CCCC(c2nc(-c3ccc(S(=O)(=O)N4CCCC4)cc3)no2)C1 (stereo unspecified)
[25] COc1ccc(-c2[nH]ncc2CNC(C)c2cn(C)nc2C)c(F)c1 (stereo unspecified)
[26] Cc1cc(/C=C/c2ccc3cc(N(C)C)ccc3[n+]2C)c(C)n1-c1ccccc1
[27] CCOC(=O)CC(NC(=O)CCc1c(C)nc2nc(C)nn2c1C)c1ccc(OC(C)C)cc1 (stereo unspecified)
[28] CC(C)CCNC(=O)C1CC(c2cccc([N+](=O)[O-])c2)=NO1 (stereo unspecified)
[29] CCOC(=O)c1nn(-c2ccc(F)cc2)c2nc(Nc3ccccc3)cc(=O)n12
[30] O=C(CCCSc1nc2ccccc2[nH]1)N1CCN(c2ccc([N+](=O)[O-])cc2)CC1
entry no. | 21 | 22 | 23 | 24 | 25 | 26 | 27 | 28 | 29 | 30
GAA spleen mod | -12% | 0% | -5% | -7% | 3% | -7% | -1% | -8% | -2% | -3%
TRb-SRC2 inh | -6% | -1% | -2% | 1% | -7% | u | 9% | 6% | 3% | -12%
L3MBTL1 inh | 3% | x | 3% | x | -7% | x | x | 4% | -5% | x
GAA inhib | -14% | 3% | x | -7% | -10% | x | 1% | -6% | 3% | 0%
GAA glycogen mod | -26% | 0% | 0% | -1% | -1% | x | 5% | -5% | -6% | 7%
TR SRC2 fluor cs | -2% | 0% | 2% | -1% | u | 40µM*[fluorescent] | -1% | 0% | -8% | -4%
RECQ1 helicase | -1% | -1% | -3% | -13% | i | 25µM* | -3% | 5% | -6% | -9%
RGS12 GoLoco inh | 2% | 4% | 2% | 4% | 14% | -11% | -6% | 6% | 9% | -9%

[31] CCN(CC(=O)NC1CCS(=O)(=O)C1)c1ccc(S(C)(=O)=O)cc1[N+](=O)[O-] (stereo unspecified)
[32] CCOC(=O)N1CCN(c2c(NCc3ccccc3Cl)c(=O)c2=O)CC1
[33] CN1/C(=C\C(=O)COC(=O)CN2C(=O)C3CC=CCC3C2=O)C(C)(C)c2ccccc21 (stereo unspecified)
[34] O=C(Cc1cccs1)N/N=C/C=C/c1ccccc1[N+](=O)[O-]
[35] CCc1ccc(NC(=O)CNS(=O)(=O)c2c(C)noc2C)cc1
[36] Cn1nnnc1SCCNCc1ccccc1OCc1ccccc1
[37] CC1=CCC2C(=O)N(C(C)c3ccccc3)C(=O)C2C1 (stereo unspecified)
[38] CCOc1ccc(NC(=O)c2ccccc2NS(C)(=O)=O)cc1
[39] CCC1CCCCN1C(=O)COC(=O)c1cc(Br)ccc1Cl (stereo unspecified)
[40] O=C(O)c1ccc(COc2ccccc2C=C2C(=O)c3ccccc3C2=O)cc1
entry no. | 31 | 32 | 33 | 34 | 35 | 36 | 37 | 38 | 39 | 40
GAA spleen mod | 5% | 6% | -19% | 0% | -4% | 6% | 6% | -9% | 5% | 5%
TRb-SRC2 inh | -4% | 6% | -8% | -6% | 6% | -2% | -3% | 0% | 0% | 9%
L3MBTL1 inh | 4% | 2% | 0% | -3% | 0% | -2% | x | x | x | -9%
GAA inhib | -2% | x | 1% | x | -1% | 2% | 2% | 2% | -11% | 1%
GAA glycogen mod | -5% | 3% | 2% | 2% | -6% | 7% | 6% | 4% | 1% | 7%
TR SRC2 fluor cs | -1% | 0% | 0% | -1% | 2% | -3% | -2% | -3% | -1% | -7%
RECQ1 helicase | -12% | -4% | -3% | -2% | -8% | -4% | -14% | -7% | -7% | 24%
RGS12 GoLoco inh | -16% | -2% | 30% | 0% | 13% | 1% | 0% | -14% | 4% | 4%

[41] Nc1cccc(S(=O)(=O)NC2=NCCC2)c1
[42] C[C@H](NC(=O)[C@@H](N)Cc1ccc(O)cc1)C(=O)NCC(=O)N[C@H]1CSSC[C@@H](C(=O)O)NC(=O)[C@H](CO)NC(=O)[C@H]([C@@H](C)O)NC(=O)[C@H](Cc2ccccc2)NC(=O)[C@H]([C@@H](C)O)NC(=O)[C@H](CCCCN)NC(=O)[C@H](Cc2c[nH]c3ccccc23)NC(=O)[C@H](Cc2ccccc2)NC(=O)[C@H](Cc2ccccc2)NC(=O)[C@H](CC(N)=O)NC(=O)[C@H](CCCCN)NC1=O
[43] CCO[C@H]1OC(C(=O)O)=C[C@@H](C2CC2)[C@@H]1CCCO
[44] COC(=O)c1c(NC(=O)CN2CCC(C)CC2)c2c(C)cccc2n1C
entry no. | 41 | 42 | 43 | 44
GAA spleen mod | 3% | -11% | -9% | -4%
TRb-SRC2 inh | -6% | 1% | -5% | 3%
L3MBTL1 inh | x | x | 10% | 2%
GAA inhib | -5% | x | x | -8%
GAA glycogen mod | 9% | x | -5% | 9%
TR SRC2 fluor cs | -1% | 3% | -1% | -1%
RECQ1 helicase | -3% | -6% | -4% | -10%
RGS12 GoLoco inh | 4% | x | 14% | 6%

A portion of the library; rates above refer to the full screens.
